MRP resist rev: compounds reversing MRP-mediated drug resistance; differential viability (reversal), % at 10 µM; H69AR cells + 2 uM doxorubicin, CellTiter-Glo, 72 h; 85,000 tested, 0.04% active;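 active = viability drop by adding the cancer drug above about 55%, with treated viability meeting a 40% cutoff, limit read from the data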;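 note: viability without doxorubicin minus viability with 2 µM doxorubicin for each compound; larger differential means the compound sensitizes cells more to doxorubicin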
PLAP inhibitors HTS: inhibition of human placental alkaline phosphatase – biochemical, luminescence, HTS (AID 690) | purified PLAP, luminescent substrate; higher % means a stronger effect | inhibition, % at 20 µM, or IC50 in µM where a hit was titrated | 96,000 tested, 0.08% active; in the data active = a potency from the dose series; inactive = the rest, 99 in 100 with inhibition below about 30%; note: strong numbers were not always called active
NFkB transloc pot: enhances IL-1B driven NFkB nuclear translocation; HUVEC IL-1B NFkB p65 nuclear translocation imaging; activation, % at 2 µM; 94,000 tested, 0.3% active; AID 819;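 active = activation above 40%, about the mean plus 3 SD, also judged a hit on visual image review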;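 note: percent activation is computed from the nuclear over cytoplasmic p65 intensity ratio; values of inactives mirror those of a sister screen read the other way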
NFkB transloc inh: blocks IL-1B driven NFkB nuclear translocation in HUVEC cells; HUVEC IL-1B NFkB p65 nuclear translocation imaging; inhibition, % at 2 µM; 94,000 tested, 0.43% active;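 active = inhibition above about 30% together with a positive call from visual inspection of the well image, limit read from the data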;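 note: nuclear over cytoplasmic p65 intensity ratio measured by imaging; 0% = IL-1B stimulated DMSO wells and 100% = unstimulated DMSO wells; values of inactives mirror those of a sister screen read the other way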
Bcl-B displacement: displacers of TR3 peptide from Bcl-B, primary screen, selectivity assay for Bfl-1 inhibitor project, biochemical, fluorescence polarization | FP displacement of FITC-TR3 peptide from Bcl-B; higher % means a stronger effect | displacement, % at 20 µM; hits with a dose series show IC50 in µM | 96,000 tested, 0.11% active | AID 748;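 active = displacement above 50% at 20 µM plus a fluorescence interference ratio under 1.5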;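 note: plate controls were wells without compound for no effect and wells lacking Bcl-B protein for full effect; a part of the inactive calls stands beside numbers as strong as those of hits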
MRP resist rev cytotoxicity: also measured in MRP resist rev; calls as there; viability, %; H69AR cells, CellTiter-Glo, 72 h; measured here: cytotoxicity without doxorubicin
MRP resist rev with doxorubicin: recorded beside MRP resist rev, whose call it bears; viability, %; measured here: viability with 2 uM doxorubicin; active compounds read low
NFkB transloc inh cell count 2 µM: further read-out of NFkB transloc inh, marked with its call; cell count; measured here: cells passing quality filter;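 raw number of nuclei counted in each imaged well without normalization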
NFkB transloc pot cell count 2 µM: further read-out of NFkB transloc pot, marked with its call; cell count; measured here: cells passing quality filter
* = called active by the depositor; . = not tested or not shown. Some of the compounds tested (hit frequency here may not be typical).

SMILES	MRP resist rev	MRP resist rev cytotoxicity	MRP resist rev with doxorubicin	PLAP inhibitors HTS	NFkB transloc pot	NFkB transloc pot cell count 2 µM	NFkB transloc inh	NFkB transloc inh cell count 2 µM	Bcl-B displacement
COc1cc(C2CC(=O)c3cnc(N)nc3C2)cc(OC)c1OC (configuration not stated)	10	90	80	4%	-4	175	4	175	2%
O=C1CCc2cc(S(=O)(=O)N3CCC(C(=O)NC4CCCCCCC4)CC3)ccc2N1	11	89	78	-7%	27	227	-27	227	-15%
CCOC(=O)CCC(=O)Nc1ccc(S(=O)(=O)N2CCCC2)cc1	5	82	77	4%	2	154	-2	154	0%
Cc1cc2cc(C=O)c(Cl)nc2cc1C	.	.	.	12%	8	142	-2	189	-15%
CC(=O)CCc1c[nH]c2c(C(=O)O)cccc12	11	97	86	18%	-41	114	41*	114*	-37%
COc1ccc(S(=O)(=O)N(C)CC(=O)NCc2cccnc2)cc1C	-5	90	95	2%	24	136	-24	136	-3%
Cc1nc2cc(F)ccc2n1C1CCN(S(=O)(=O)c2ccccc2)CC1	-9	59	68	-13%	4	180	-4	180	-9%
CC1CCCN(C(=O)CSc2cnc3ccccc3n2)C1 (configuration not stated)	.	.	.	22%	7	173	-7	173	1%
COc1ccc(C(=O)c2coc3ccc(O)c(CN(C)C)c23)cc1	2	91	88	-46%	-5	171	5	171	-6%
Cc1ccc(Cn2c(NC(=O)c3ccco3)nc3ccccc32)cc1	-1	96	97	-12%	-4	206	4	206	1%
CCn1cc(C(=O)Nc2ccc3c(c2)OCCO3)c2cc(OC)c(OC)cc2c1=O	11	75	64	-64%	1	50	-1	50	-7%
CCOc1cc(NC(=S)NCC2CCCO2)c(OCC)cc1NC(=O)c1ccccc1 (configuration not stated)	.	.	.	-26%	9	93	-9	93	3%
Cc1cccc(-n2nc3c(c2NC(=O)c2ccco2)CSC3)c1C	.	.	.	-26%	-15	57	15	57	-1%
O=C(O)CCCSCC(=O)Nc1ccccc1	10	108	99	2%	13	184	-13	184	-8%
O=C(CCS(=O)(=O)c1cccc2nonc12)N1CC(=O)N(CCc2ccccc2)C(=O)C1	2	96	95	-2%	.	.	.	.	-6%
Cc1ccc(C(=O)c2cn[nH]c2-c2ccccc2O)cc1	18	94	77	-97%	3	154	-3	154	2%
CCCCNS(=O)(=O)c1ccc(NS(=O)(=O)c2c(C)cc(C)cc2C)cc1	-24	47	71	-68%	0	164	0	164	-20%
COc1cc(C(=O)OC2CCCCC2=O)cc(OC)c1C (configuration not stated)	-27	49	76	-1%	20	167	-20	167	2%
O=C(NCC1CCCO1)C1CC(=O)N(C2CCCC2)C1 (configuration not stated)	4	95	92	6%	32	147	-32	147	11%
COc1cc(/C=C2/SC(=S)N(CC(=O)Nc3nc4ccccc4s3)C2=O)cc(OC)c1OC	.	.	.	-46%	-8	136	8	136	-58%
COc1ccc(N=C2C(=Nc3ccc(OC)cc3)N(c3ccc(OC)cc3)C(=S)N2c2ccccc2)cc1	.	.	.	-6%	-3	203	3	203	3%
O=C(/C=N/O)NCc1ccncc1	5	95	90	18%	33	133	-33	133	-2%
Clc1ccc(-c2nnc(CCc3ccccc3)o2)c(Cl)c1	.	.	.	12%	.	.	.	.	1%
Cc1c(C)c2cc3c4c(oc3c(C)c2oc1=O)CCCC4	4	73	69	3%	-8	82	8	82	10%
O=C(c1ccc(Cl)c(Cl)c1)N(Cc1ccco1)c1ccc(O)cc1	10	85	75	-7%	2	157	-2	157	-6%
Cc1[nH]c(=O)c(C#N)c2c1CCCC2	10	95	85	8%	-7	156	7	156	-3%
N#CC1=C(SCC(=O)c2ccccc2)NC2=C(C(=O)CCC2)C1c1ccco1 (configuration not stated)	-3	16	19	-14%	.	.	.	.	1%
O=C(Nc1ccccc1)c1ccc(CSc2ccccn2)cc1	.	.	.	4%	-4	168	4	168	5%
Cc1ccc2nc(C(F)(F)F)c(C#N)c(N)c2c1	.	.	.	-4%	.	.	.	.	1%
O=C(COc1ccc(-c2ccccc2)cc1)N1CCN(S(=O)(=O)Cc2ccccc2)CC1	-26	26	53	-26%	-4	123	4	123	4%
CC1CC(C)CN(C/C=C/c2ccccc2[N+](=O)[O-])C1 (configuration not stated)	.	.	.	-16%	-3	134	3	134	-9%
O=C(CCCCn1c(=O)[nH]c2ccccc2c1=O)NCc1ccc2c(c1)OCO2	7	94	87	9%	11	111	-11	111	6%
CC1(C)CC(=O)C(C(C2=C(O)CC(C)(C)CC2=O)c2cccc(O)c2)C(=O)C1 (configuration not stated)	.	.	.	-8%	-6	177	6	177	-9%
C=CCn1c(SCC(=O)NC(C)(C)C)nnc1-c1ccccc1O	10	97	87	9%	25	135	-25	135	-13%
OCc1nc2ccccc2n1C/C=C/c1ccccc1	16	88	72	-98%	5	170	-5	170	2%
COC(=O)c1[nH]c2cc(OC)ccc2c1NC(=O)c1nonc1C	-28	30	58	12%	7	180	-7	180	-2%
Cc1cccc(/C(N)=N/OC(=O)N2CCOCC2)c1	.	.	.	-2%	15	102	-15	102	-9%
Clc1ccc(-c2n[nH]c3c2CCC3)cc1Cl	-23	53	77	8%	.	.	.	.	3%
O=C(Nc1ccc(-c2nc3ccccc3o2)cc1)c1ccc(N2CCOCC2)c([N+](=O)[O-])c1	.	.	.	6%	6	130	-6	130	-12%
COc1ccccc1N1CCN(S(=O)(=O)c2ccc3c4c(cccc24)C(=O)N3)CC1	-17	62	78	-57%	.	.	.	.	7%
Cn1c(C(=O)N2CCN(C3CCCCC3)CC2)cc2c(=O)n(C)c3ccccc3c21	8	96	89	-72%	4	178	-4	178	2%
O=C1CCN(C(=O)Nc2ccccc2Cl)N1	.	.	.	4%	-5	207	5	207	16%
CCOC(=O)CNC(=O)CSc1nnc(-c2cccc(OC)c2)n1CC	5	99	94	-9%	-17	85	16	85	-5%
CC(O)c1cc2c(cc1NC(=O)c1cnn3c1NC(c1ccco1)CC3C(F)(F)F)OCO2 (configuration not stated)	12	97	85	3%	5	134	-6	134	-10%
C=CCN1C(c2ccc(OCC)cc2)=CS/C1=C(\C#N)c1nnc2n1CCCCC2	-47	34	80	-54%	.	.	.	.	-8%
CC(=O)Nc1ccc(S(=O)(=O)N2CCC(NC(=O)c3ccco3)CC2)cc1	-1	100	100	-3%	14	196	-14	196	1%
O=C(COc1ccc2ccc(=O)oc2c1)Nc1ccc2c(c1)OCCO2	-2	96	98	.	3	107	-3	107	-19%
Cc1ccc(-c2cccc(OC(=O)c3ccccc3F)c2)cc1	.	.	.	16%	3	141	-3	141	-2%
COc1ccc(C(=O)Nc2ccccc2C(=O)NCCN2CCOCC2)cc1	-1	74	75	-10%	14	122	-14	122	0%
OC(COc1ccc(C2C=CCC2)cc1)CN1CCCCC1 (configuration not stated)	9	83	74	-16%	-9	69	9	69	8%

The listing continues.
SMILES	MRP resist rev	MRP resist rev cytotoxicity	MRP resist rev with doxorubicin	PLAP inhibitors HTS	NFkB transloc pot	NFkB transloc pot cell count 2 µM	NFkB transloc inh	NFkB transloc inh cell count 2 µM	Bcl-B displacement
Cc1ccc(Cn2c(CN3CC(C)OC(C)C3)nc3c2c(=O)n(C)c(=O)n3C)cc1 (configuration not stated)	2	84	82	-52%	-9	157	9	157	8%
Cn1c(Sc2ccc(Cl)cc2)c(C=O)c2ccccc21	.	.	.	32%	-1	133	1	133	-25%
CCCS(=O)(=O)N1CCN(C(=O)CCC2CCCC2)CC1	-7	89	95	-5%	7	134	-7	134	-7%
Cc1cc(NC(=O)CCC(=O)N(Cc2ccco2)C(C)(C)C(=O)NC2CCCCC2)no1	-5	76	82	.	8	125	-8	125	.
CC(C)(C)c1ccc(Cn2nnc3c(=O)[nH]c(C4CCN(C(=O)Cc5cccs5)CC4)nc32)cc1	1	51	50	-49%	17	208	-17	208	-36%
O=S(=O)(NCC(O)COCc1ccco1)c1cccs1 (configuration not stated)	-7	101	108	-67%	.	.	.	.	18%
Cc1cc(=O)[nH]c(SCC(=O)N2CCN(C(c3ccccc3)c3ccccc3)CC2)n1	27	102	75	-45%	0	94	0	94	1%
COc1cccc(/C(O)=C2/C(=O)C(=O)N(CCN(C)C)C2c2ccc(Br)cc2)c1 (configuration not stated)	1	86	85	-53%	4	94	-4	94	-10%
CCOc1ccc(NS(=O)(=O)c2ccc(NC(C)=O)c(OC)c2)cc1	.	.	.	18%	-11	144	12	144	-5%
CCn1c(SCc2nc3ccccc3[nH]2)nnc1-c1cnccn1	10	87	78	-68%	0	145	0	145	5%
Nc1ccc2c3c(cccc13)CC2	.	.	.	-19%	-2	109	2	109	-98%
Cn1c(SCC(=O)Nc2ccc3c(c2)OCCO3)nnc1-c1ccccn1	3	88	84	6%	18	138	-18	138	-1%
O=C(NCCCN1CCCC1)Nc1cccc2ccccc12	-27	64	92	-9%	5	95	-6	95	-5%
Cc1cc(S(=O)(=O)N2CC(=O)N(CCc3ccccc3)C(=O)C2)ccc1F	2	104	101	0%	18	84	-18	84	-5%
C=C(C)COc1ccc(-c2nc(N)ncc2Oc2ccc(OC)cc2)c(O)c1	2	73	71	12%	-8	118	8	118	4%
O=C(O)c1cccc(NC(=O)C2CCCO2)c1 (configuration not stated)	18	103	86	-1%	23	180	-23	180	3%
CN=C1c2cc3c(Br)c(OC)ccc3n2CCN1C	-23	56	79	2%	-6	180	6	180	18%

Of the compounds above, 13 have a halogen:
SMILES	MRP resist rev	MRP resist rev cytotoxicity	MRP resist rev with doxorubicin	PLAP inhibitors HTS	NFkB transloc pot	NFkB transloc pot cell count 2 µM	NFkB transloc inh	NFkB transloc inh cell count 2 µM	Bcl-B displacement
Cc1cc2cc(C=O)c(Cl)nc2cc1C	.	.	.	12%	8	142	-2	189	-15%
Cc1nc2cc(F)ccc2n1C1CCN(S(=O)(=O)c2ccccc2)CC1	-9	59	68	-13%	4	180	-4	180	-9%
Clc1ccc(-c2nnc(CCc3ccccc3)o2)c(Cl)c1	.	.	.	12%	.	.	.	.	1%
O=C(c1ccc(Cl)c(Cl)c1)N(Cc1ccco1)c1ccc(O)cc1	10	85	75	-7%	2	157	-2	157	-6%
Cc1ccc2nc(C(F)(F)F)c(C#N)c(N)c2c1	.	.	.	-4%	.	.	.	.	1%
Clc1ccc(-c2n[nH]c3c2CCC3)cc1Cl	-23	53	77	8%	.	.	.	.	3%
O=C1CCN(C(=O)Nc2ccccc2Cl)N1	.	.	.	4%	-5	207	5	207	16%
CC(O)c1cc2c(cc1NC(=O)c1cnn3c1NC(c1ccco1)CC3C(F)(F)F)OCO2 (configuration not stated)	12	97	85	3%	5	134	-6	134	-10%
Cc1ccc(-c2cccc(OC(=O)c3ccccc3F)c2)cc1	.	.	.	16%	3	141	-3	141	-2%
Cn1c(Sc2ccc(Cl)cc2)c(C=O)c2ccccc21	.	.	.	32%	-1	133	1	133	-25%
COc1cccc(/C(O)=C2/C(=O)C(=O)N(CCN(C)C)C2c2ccc(Br)cc2)c1 (configuration not stated)	1	86	85	-53%	4	94	-4	94	-10%
Cc1cc(S(=O)(=O)N2CC(=O)N(CCc3ccccc3)C(=O)C2)ccc1F	2	104	101	0%	18	84	-18	84	-5%
CN=C1c2cc3c(Br)c(OC)ccc3n2CCN1C	-23	56	79	2%	-6	180	6	180	18%

Compound profiles (already shown).
CC(=O)Nc1ccc(S(=O)(=O)N2CCC(NC(=O)c3ccco3)CC2)cc1 reads MRP resist rev = -1; MRP resist rev cytotoxicity = 100; MRP resist rev with doxorubicin = 100; PLAP inhibitors HTS = -3%; NFkB transloc pot = 14; NFkB transloc pot cell count 2 µM = 196; NFkB transloc inh = -14; NFkB transloc inh cell count 2 µM = 196; Bcl-B displacement = 1%
Cc1nc2cc(F)ccc2n1C1CCN(S(=O)(=O)c2ccccc2)CC1 reads MRP resist rev = -9; MRP resist rev cytotoxicity = 59; MRP resist rev with doxorubicin = 68; PLAP inhibitors HTS = -13%; NFkB transloc pot = 4; NFkB transloc pot cell count 2 µM = 180; NFkB transloc inh = -4; NFkB transloc inh cell count 2 µM = 180; Bcl-B displacement = -9%

Screens (PubChem)
